Bioassay records (PubChem)
Pf apPOL inh: Pf-apPOL inhibitors, biochemical, fluorescence; Plasmodium falciparum apicoplast DNA polymerase (apPOL); Recombinant Pf-apPOL, molecular beacon fluorescence, 1.5 h; inhibition, % at 10 µM; 210,000 compounds, 0.25% hits
mHTT CaM bind: mutant huntingtin-calmodulin interaction inhibitors – biochemical, AlphaScreen, primary screen | P42858 | AlphaScreen His-mHTT/GST-CaM binding, luminescence | inhibition, % at 15 µM | 190,000 compounds, 3.6% hits;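 further: 0% = both proteins with DMSO and 100% = one protein alone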
Target sequence (P42858 whole entry, looked up, stated change not applied): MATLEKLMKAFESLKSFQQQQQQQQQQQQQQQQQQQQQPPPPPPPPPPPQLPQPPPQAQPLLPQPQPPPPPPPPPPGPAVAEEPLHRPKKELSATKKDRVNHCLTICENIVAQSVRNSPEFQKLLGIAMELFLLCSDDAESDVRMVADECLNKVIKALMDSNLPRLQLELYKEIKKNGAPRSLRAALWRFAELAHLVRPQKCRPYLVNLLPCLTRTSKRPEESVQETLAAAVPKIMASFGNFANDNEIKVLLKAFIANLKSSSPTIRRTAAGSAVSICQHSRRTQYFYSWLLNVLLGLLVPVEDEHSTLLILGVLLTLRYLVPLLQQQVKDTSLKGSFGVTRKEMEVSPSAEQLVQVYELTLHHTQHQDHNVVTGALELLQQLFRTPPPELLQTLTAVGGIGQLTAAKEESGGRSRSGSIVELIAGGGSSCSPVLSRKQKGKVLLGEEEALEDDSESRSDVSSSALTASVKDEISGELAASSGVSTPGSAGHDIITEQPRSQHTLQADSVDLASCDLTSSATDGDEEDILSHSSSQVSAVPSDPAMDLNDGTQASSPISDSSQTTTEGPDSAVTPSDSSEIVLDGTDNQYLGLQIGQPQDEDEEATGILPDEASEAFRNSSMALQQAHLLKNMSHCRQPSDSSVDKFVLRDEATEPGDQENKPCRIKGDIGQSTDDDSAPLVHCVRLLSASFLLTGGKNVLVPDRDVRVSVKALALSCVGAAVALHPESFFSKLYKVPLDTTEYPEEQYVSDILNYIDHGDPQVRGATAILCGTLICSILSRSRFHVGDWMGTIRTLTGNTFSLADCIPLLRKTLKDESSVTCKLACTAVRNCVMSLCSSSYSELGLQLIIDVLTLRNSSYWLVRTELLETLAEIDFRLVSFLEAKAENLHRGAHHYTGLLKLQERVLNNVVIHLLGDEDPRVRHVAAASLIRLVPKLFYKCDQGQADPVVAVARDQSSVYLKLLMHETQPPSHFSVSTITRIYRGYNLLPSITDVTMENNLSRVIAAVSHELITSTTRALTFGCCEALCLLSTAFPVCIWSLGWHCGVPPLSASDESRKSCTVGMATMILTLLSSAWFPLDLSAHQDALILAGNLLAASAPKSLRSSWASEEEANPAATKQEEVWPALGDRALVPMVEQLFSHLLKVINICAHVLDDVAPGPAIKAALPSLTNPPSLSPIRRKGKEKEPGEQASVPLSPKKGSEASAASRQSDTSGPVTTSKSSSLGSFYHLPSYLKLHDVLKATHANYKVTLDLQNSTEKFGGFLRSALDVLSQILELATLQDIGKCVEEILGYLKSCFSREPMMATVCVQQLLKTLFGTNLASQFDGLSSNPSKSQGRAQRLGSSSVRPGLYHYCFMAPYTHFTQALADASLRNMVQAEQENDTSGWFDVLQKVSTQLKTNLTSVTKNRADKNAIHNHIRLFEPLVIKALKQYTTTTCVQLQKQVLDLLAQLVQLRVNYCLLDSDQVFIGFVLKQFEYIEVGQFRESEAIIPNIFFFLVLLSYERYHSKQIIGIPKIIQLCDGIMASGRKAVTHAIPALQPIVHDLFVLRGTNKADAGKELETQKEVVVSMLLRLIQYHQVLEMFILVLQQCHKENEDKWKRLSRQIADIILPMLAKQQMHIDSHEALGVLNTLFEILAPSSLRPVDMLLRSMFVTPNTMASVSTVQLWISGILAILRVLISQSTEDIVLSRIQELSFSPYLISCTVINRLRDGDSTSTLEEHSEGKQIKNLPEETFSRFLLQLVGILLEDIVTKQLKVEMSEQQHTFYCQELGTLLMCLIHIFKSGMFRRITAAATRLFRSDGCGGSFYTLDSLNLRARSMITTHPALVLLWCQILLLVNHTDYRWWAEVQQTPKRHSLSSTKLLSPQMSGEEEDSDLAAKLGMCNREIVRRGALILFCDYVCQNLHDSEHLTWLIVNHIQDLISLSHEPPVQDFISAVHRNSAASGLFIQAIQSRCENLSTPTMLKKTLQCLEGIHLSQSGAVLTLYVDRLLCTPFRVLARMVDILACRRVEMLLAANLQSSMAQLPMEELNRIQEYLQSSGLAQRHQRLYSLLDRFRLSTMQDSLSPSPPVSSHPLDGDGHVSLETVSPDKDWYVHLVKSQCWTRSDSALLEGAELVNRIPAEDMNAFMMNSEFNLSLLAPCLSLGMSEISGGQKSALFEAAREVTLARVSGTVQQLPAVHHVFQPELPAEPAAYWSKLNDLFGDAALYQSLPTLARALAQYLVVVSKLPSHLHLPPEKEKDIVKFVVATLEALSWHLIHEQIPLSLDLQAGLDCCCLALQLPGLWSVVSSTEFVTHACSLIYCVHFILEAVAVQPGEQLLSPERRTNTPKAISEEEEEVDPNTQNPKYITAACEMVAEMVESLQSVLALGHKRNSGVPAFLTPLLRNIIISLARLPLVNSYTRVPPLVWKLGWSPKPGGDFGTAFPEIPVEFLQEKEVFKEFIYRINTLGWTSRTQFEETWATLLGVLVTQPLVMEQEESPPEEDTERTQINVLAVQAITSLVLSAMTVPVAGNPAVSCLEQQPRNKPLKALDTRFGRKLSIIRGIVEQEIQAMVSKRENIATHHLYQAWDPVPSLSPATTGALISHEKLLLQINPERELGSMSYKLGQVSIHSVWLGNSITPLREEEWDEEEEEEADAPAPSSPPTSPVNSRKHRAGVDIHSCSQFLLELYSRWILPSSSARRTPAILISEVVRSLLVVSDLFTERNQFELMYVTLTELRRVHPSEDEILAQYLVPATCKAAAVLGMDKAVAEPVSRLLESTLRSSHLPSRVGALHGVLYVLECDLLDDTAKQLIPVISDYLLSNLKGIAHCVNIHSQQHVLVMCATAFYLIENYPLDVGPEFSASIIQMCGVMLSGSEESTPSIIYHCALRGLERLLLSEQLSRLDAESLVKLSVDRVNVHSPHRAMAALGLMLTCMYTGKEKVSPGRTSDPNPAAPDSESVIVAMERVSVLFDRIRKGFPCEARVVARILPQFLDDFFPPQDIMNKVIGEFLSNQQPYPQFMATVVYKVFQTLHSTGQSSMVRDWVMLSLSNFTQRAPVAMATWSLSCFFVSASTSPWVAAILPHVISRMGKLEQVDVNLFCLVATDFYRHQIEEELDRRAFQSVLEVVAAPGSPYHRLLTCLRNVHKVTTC
Numbers without * were called inactive; / = not tested or not shown; & = joins results of further samples. No stated cut-off is given here; in the data, active means inhibition above about 50%; inactive means the rest.

SMILES	Pf apPOL inh	mHTT CaM bind
Cc1ccc(NC(=O)N2CCc3cn(C)c4cccc(c34)C2)cc1F	-3	-7
CCc1ccccc1NC(=O)c1cccc(OC(C)C)c1	-6	-23
COc1ccc(N2CN=c3s/c(=C\c4ccc([N+](=O)[O-])cc4)c(=O)n3C2)cc1	-2	7
Cc1cccc(NC(c2cccc(F)c2)c2ccc3cccnc3c2O)n1 (centres undefined)	-44	99*
C=C(C)C1CC=C(CN2CCN(CC)CC2)CC1 (centres undefined)	-4	2
CC(C)(C)Cc1nnc(NC(=O)c2cccs2)s1	0	-8
COCCC(=O)N1CCCn2nc(-c3cccc(OC)c3)cc2C1	-3	6
COc1ccc(C2NC(=O)c3c(sc4c3CCN(C)C4)N2)c(O)c1 (centres undefined)	-4	8
COc1cc(OC)c(NC(=O)Cn2cnc3sc(C)cc3c2=O)cc1Cl	-2	-13
O=C(C=Cc1ccccc1)NC1CCCC(O)C1 (centres undefined)	-2	-2

Given as labelled records: entries from further up.
CC(C)(C)Cc1nnc(NC(=O)c2cccs2)s1
- Pf apPOL inh: 0
- mHTT CaM bind: -8

COCCC(=O)N1CCCn2nc(-c3cccc(OC)c3)cc2C1
- Pf apPOL inh: -3
- mHTT CaM bind: 6

COc1ccc(C2NC(=O)c3c(sc4c3CCN(C)C4)N2)c(O)c1 (centres undefined)
- Pf apPOL inh: -4
- mHTT CaM bind: 8

COc1cc(OC)c(NC(=O)Cn2cnc3sc(C)cc3c2=O)cc1Cl
- Pf apPOL inh: -2
- mHTT CaM bind: -13

Ordered by count of non-hydrogen atoms (high to low): some entries from above
SMILES	Pf apPOL inh	mHTT CaM bind
COc1ccc(N2CN=c3s/c(=C\c4ccc([N+](=O)[O-])cc4)c(=O)n3C2)cc1	-2	7
Cc1cccc(NC(c2cccc(F)c2)c2ccc3cccnc3c2O)n1 (centres undefined)	-44	99*
COCCC(=O)N1CCCn2nc(-c3cccc(OC)c3)cc2C1	-3	6
CCc1ccccc1NC(=O)c1cccc(OC(C)C)c1	-6	-23

Following part.
SMILES	Pf apPOL inh	mHTT CaM bind
CCCc1nc2c(o1)CC(C)(C)CC2=O	-9	-6
Cc1ccc(N2NC(=O)/C(=C\c3ccc(Cl)cc3)C2=O)cc1Cl	0	11
COc1cc(NC(=O)c2cccnc2)c(OC)cc1Br	12	6
Cc1nnsc1C(=O)Nc1ccc2c(c1)OCO2	0	12
O=C(Nc1ccc2c(c1)CCC2)c1c(F)cccc1F	-5	-2
COc1ccc(C(=O)Nc2ccc([N+](=O)[O-])cc2C)c(OC)c1	9	1
CCNC(=O)C1=CCN(C(=O)c2cccc(F)c2)CC1	-3	7
O=c1[nH]c2cc[nH]c(=O)c2[nH]1	/	5
O=C(O)CN=C(NS(=O)(=O)c1ccccc1)c1ccccc1	0&-4	-4&-8
O=[N+]([O-])c1cccc(-c2nc(N3CCOCC3)c3ccccc3n2)c1	-1	2
CN1CCC(N(C)Cc2coc3ccccc3c2=O)CC1	-5	-3
O=C(c1ccccc1Cl)N1CCC(COc2ccccc2C(=O)N2CCOCC2)CC1	1	5
Cc1cccc(NC(=O)CNS(=O)(=O)c2ccc(Br)s2)c1C	6	-3
CCn1cnc2cc(NCc3ccc(Br)cc3)ccc21	33	30
Cc1ccccc1-c1noc(-c2c(O)c3ccc(F)cc3[nH]c2=O)n1	-6	3
O=C1NC(c2ccc(Br)cc2)=N/C1=C\c1ccccc1F	0	-1
CCC(=O)N1CCc2cc(Br)cc(S(=O)(=O)N3CCc4ccccc43)c21	0	-3
Cc1ccc(C(=O)NCCNC(=O)Nc2cccnc2)cc1	1	-2
O=C(O)c1cc(=O)c2ccccc2[nH]1	10	/
O=C1CSc2ccc(C(F)(F)F)cc2N1Cc1c(Cl)cccc1Cl	-13	/
COc1ccc(Cl)cc1NC(=O)c1cc(S(=O)(=O)N2CCC(C)CC2)ccc1F	29	-7
COc1cccc(NC(=O)c2ccc(C(=O)Nc3cccc(OC)c3)cc2)c1	-8	-2
Cc1ccccc1Nc1nc(-c2c(C)nc3sccn23)cs1	-4	56*
Cc1noc(C)c1C1CCCN1C(=O)c1cc(C2CC2)on1 (centres undefined)	-3	-6
CCCCS(=O)(=O)NC1=NCN(c2ccc(Cl)cc2)CN1	1	2
CS(=O)(=O)Nc1ccc2c(c1)C(=O)Nc1cc(Cl)ccc1O2	-18	5
CCCCN(C)C(=O)c1cc2cc3cc(OC)ccc3nc2s1	-2	-2
CCOC(=O)CN1CC23C=CC(O2)C(C(=O)Nc2ccc(C(C)=O)cc2)C3C1=O (centres undefined)	-1	-10
Cn1c(=O)n(CC(N)=O)c(=O)c2c1nc(Br)n2Cc1ccccc1	-6	-4
COCCC1CCN(C(=O)COc2ccc(F)c(F)c2)CC1	1	-2
CN(C)c1cc(N2CCCC(NC(=O)Cc3ccccc3)C2)ncn1 (centres undefined)	-6	13
CC(C)CNc1nc2c(c(=O)n(Cc3ccc(Cl)cc3Cl)c(=O)n2C)n1C	-4	-3
COc1ccc(OC)c(NC(=O)CCS(=O)(=O)c2cccs2)c1	-2	-2
CC(=O)c1ccc(-c2c([C@H]3[C@@H]4C=CCC[C@@]4(C)C(=O)N3Cc3ccccc3)ccc3ccccc23)cc1	-5	101*
O=C(c1cnn(-c2ccccc2)c1C(F)(F)F)N1CCOCC1	-4	2
CCNc1cc(N2CCCC(CCC(=O)NCc3cc(F)ccc3F)C2)ncn1 (centres undefined)	-4	-3
CCOc1ccc(C(=O)CCNC(Cc2c[nH]c3ccccc23)C(=O)O)cc1 (centres undefined)	-51	36
O=C1OC(c2ccc(Cl)c(Cl)c2)=N/C1=C\c1cccc([N+](=O)[O-])c1	-1	10
CCC(Sc1nnnn1-c1ccccc1)C(=O)N1c2ccccc2Sc2ccccc21 (centres undefined)	0	0
CCc1c(C2CCN(C(=O)COc3ccccc3)CC2)noc1N	-7	20
COc1ccc(C2=N/C(=C\c3c(F)cccc3Cl)C(=O)O2)cc1Br	-1	5
CCNc1c([N+](=O)[O-])cc(Cl)cc1[N+](=O)[O-]	2	/
COc1ccc(C(CNC(=O)c2cccs2)N2CCN(C)CC2)cc1 (centres undefined)	-7	-25
COCCNC(=O)C1Cc2ccccc2N2CCN(c3ccc(F)cc3)CC12 (centres undefined)	1	11
Cc1cccc(-c2nc(C3CCN(C(=O)c4ccc(C)s4)CC3)no2)c1	-5	-9
CCCN1CCN(CCNC(=O)C2CCCN(c3ncc(-c4ccccc4)cn3)C2)CC1 (centres undefined)	-4	-4
COc1ccc(OC)c(C2C=C(c3ccc(Cl)cc3)Nc3nnnn32)c1 (centres undefined)	0	17
Cc1cc(C(=O)Nc2ccc(NC(=O)c3cccc(Cl)c3)cc2)ccc1[N+](=O)[O-]	-5	0
NCCCCC(=O)O	10	/
O=C1OC(c2ccc(Br)o2)=N/C1=C/c1ccccc1[N+](=O)[O-]	2	-2
The list goes on:
SMILES	Pf apPOL inh	mHTT CaM bind
O=C(Nc1nccs1)C(Cc1ccccc1)N1C(=O)c2ccccc2C1=O (centres undefined)	0	2
Cc1ccc(NC(=O)C(=O)Nc2nc3ccccc3s2)cc1N1CCCC1=O	-4	-12
CCCCOc1ccc(C(=O)NCC2OCCc3ccccc32)cc1 (centres undefined)	1	-4
CN(C)C=C1SCc2ccccc2C1=O	24&38	/
c1ccc(N2CCN(c3ccccc3)C2c2cccnc2)cc1	-3	58*
CC(C)c1ccc(N2CC(C(=O)NCc3ccncc3)CC2=O)cc1 (centres undefined)	1	-1
O=C(c1ccsc1)N1CCc2cc(-c3ccno3)ccc21	-23	3
Oc1c(I)cccc1C=Nc1ccc(N2CCOCC2)cc1	-1	26
O=C(Nc1ccc(F)c(Cl)c1)c1c(O)c2cnn(Cc3ccccc3)c2[nH]c1=O	-2	-11
CC(=O)N1CCc2cc(-c3ccc(C(=O)N4CCOCC4)cc3)ccc21	-2	1
CCN(CCCNC(=O)c1cc2cc3ccc(OC)cc3nc2o1)Cc1ccccc1	2	4
CC(C)C(=O)N(Cc1ccc(N(C)C)cc1)C1CCS(=O)(=O)C1 (centres undefined)	0	-7
O=C(NC1CC1)c1ccc(OCC2CCCN2C(=O)c2ccccc2C(F)(F)F)cc1 (centres undefined)	23	5
CCCOc1cccc(C2C3=C(CC(C)(C)CC3=O)Nc3ccccc3N2C(=O)C(F)(F)F)c1 (centres undefined)	-14	0
O=C(CCC1CCCC1)N1CCN(C(=O)Cc2ccccc2)CC1	-9	12
COc1ccc(Cl)cc1N1CCN(Cc2ccc(C(=O)N3CCCC3)o2)CC1	-2	-2
CCOC(=O)Sc1nc(-c2cccc([N+](=O)[O-])c2)cn1C(=O)OCC	-2	/
CCN1CCN(S(=O)(=O)c2cc(C(=O)Nc3ccc(Cl)c(Cl)c3)ccc2F)CC1	-2	34
O=C(CCc1ccc2[nH]ccc2c1)NC1CC1	-1	5
CCCn1c(C2CCN(C(=O)Nc3cccc(C)c3)C2)nc2cccnc21 (centres undefined)	-7	17

Record cards, as listed above. Order of screens: Pf apPOL inh, mHTT CaM bind
O=C(NC1CC1)c1ccc(OCC2CCCN2C(=O)c2ccccc2C(F)(F)F)cc1 (centres undefined) is listed as 23, 5
CCN(CCCNC(=O)c1cc2cc3ccc(OC)cc3nc2o1)Cc1ccccc1 is listed as 2, 4

Continued.
SMILES	Pf apPOL inh	mHTT CaM bind
CC(C)Cn1c(C2CCN(C(=O)c3ccccc3Cl)C2)nc2ccncc21 (centres undefined)	5	0
O=C(NCCC1=CCCCC1)c1cccc(Cl)c1	-5	-22
Cc1cc(C)n(-c2ccc(C)c(Cl)c2)n1	-3	-14
COc1cccc(-n2c(=O)c3sccc3n(Cc3ccccc3C)c2=O)c1	-1	-3
Cc1sc(-c2nc(C(C)C)cs2)cc1S(=O)(=O)N1CCCCC1	-1	-29
O=C(NCCCn1ccnc1)C1CCCCC1	-6	-4
COc1ccc(C=NNC(=O)c2sc(=S)n(-c3ccccc3)c2N)cc1	-12	/
O=C(Nc1cccnc1)C(=O)Nc1cccnc1	-5	82*
O=C(NCc1cscn1)C1CCN(S(=O)(=O)c2ccc(Br)cc2)CC1	-7	-2
Cc1c(C(=O)NCc2ccc3c(c2)OCO3)sc2ncn(C)c(=O)c12	-1	2
O=C(NCCN1CCOCC1)c1cc(-c2ccc3c(c2)OCO3)on1	0	1
COc1ccc(OC)c(C(O)c2nc3ccccc3n2C)c1 (centres undefined)	1	-2
Cc1ccc(C2=NOC(C(=O)NCC(=O)NC(C)C)C2)cc1 (centres undefined)	0	-5
Cc1oc(C(=O)O)cc1COc1ccc2c3c(c(=O)oc2c1C)CCCC3	8	5
O=C(NCc1ccc(N2CCCCCC2)nc1)c1ccsc1	-2	27
COc1ccc(C(=O)CSc2nc3c([nH]2)c(=O)n(C)c(=O)n3C)c(F)c1	1	1
CC(C)(C)N=C1Nc2ccccc2NC12CCCN(C(=O)Cc1ccccc1)C2 (centres undefined)	1	77*
O=C(c1nnc(-c2ccccc2)o1)N1CCN(c2ccc(C(F)(F)F)cn2)CC1	-13	/
O=C(CSc1nc2ccc(N=Cc3cccc([N+](=O)[O-])c3)cc2s1)N1CCOCC1	-1	2
Cc1cc([N+](=O)[O-])nn1CCCC(=O)NCc1ccc(Cl)cc1	-5	-2
CCC(=O)N1CCCc2ccc(NS(=O)(=O)Cc3ccccc3F)cc21	-4	-18
C=CCNC(=O)c1cc2c(=O)n3ccccc3nc2n(C2CCCCC2)c1=N	1	2
C=CCc1ccc(OCCOc2ccc(C=O)cc2OC)c(OC)c1	-23	-8
CCSc1nnc(-c2nn(C)c3c2CN(C(=O)c2ccnn2C)CC3)n1C	-8	-4
COc1cc(NC(=O)Cc2ccccc2)c(OC)cc1Cl	-1	5
Cc1oc(C2CCN(S(=O)(=O)Cc3ccccc3)CC2)nc1C(=O)N1CCCC1	-2	38
O=C(NCCCn1ccnc1)c1nc(Cn2cc(Cl)cn2)no1	/	6
N#CC1(C(=O)O)CN(CCc2ccc(Cl)cc2)CN(CCc2ccc(Cl)cc2)C1	-9	/
O=C(Nc1ccccc1)Oc1cccc(Cl)c1	-11	-4
O=C(CN1N=NC2C(=O)N(c3ccc(F)cc3F)C(=O)C21)Nc1ccc(Cl)cc1Cl (centres undefined)	7	10
CC(C)CCNC(=O)c1cc2ccncc2[nH]1	-8	1
Cc1ccc2nc(-c3ccc(NC(=O)COc4ccccc4)cc3)sc2c1	1	0
COc1ccc(Cl)cc1NC(=O)C(CCS(C)(=O)=O)NC(C)=O (centres undefined)	0	-2
Cc1cc(C)c(C(N)=O)c(Nc2ccccc2)n1	1	1
Cc1ccccc1-c1noc(C2CCCN2S(=O)(=O)c2ccc(Cl)cc2C)n1 (centres undefined)	-2	-30
COCCN=C1Nc2ccccc2NC12CCCN(C(=O)c1ccc3nc[nH]c3c1)C2 (centres undefined)	-1	12
CC(C)c1ccc(N2CCN(C(=O)Cc3ccccc3)C(C)C2=O)cc1 (centres undefined)	-5	12
O=c1/c(=C/c2ccncc2)sc2n1CN(c1cccc([N+](=O)[O-])c1)CN=2	-8	1
Cc1cccc(N(C)C(=O)c2ccc3c(c2)N(S(C)(=O)=O)CC3)c1	4	0
COc1cccc2cc(C(=O)NC(C)=O)c(=Nc3cccc(C#N)c3)oc12	2	-4
CSc1cccc(N2C(=O)NC3CC2(C)Oc2ccccc23)c1 (centres undefined)	0	9
COc1ccc(NC(=O)c2cc(S(=O)(=O)N3CC(C)CC(C)C3)ccc2F)cc1 (centres undefined)	-3	6
CCOc1cc(C(=O)Nc2nc(C)c(C(=O)N(C)C)s2)cc(OCC)c1OCC	-24	16
COc1ccc(-c2nc3cc(Cl)ccc3o2)cc1	2	-8
Cc1cccc(NC(=O)N2CCC(n3cnc4ccc(F)cc4c3=O)CC2)c1	-1	-4
COc1ccccc1N=c1oc2c(C)ncc(CO)c2cc1C(=O)Nc1ccc(C)cc1	13	5

Compounds as they come. About 3.5% of those tested had a hit in this group.
